DNMT1 block: DNMT1 (human) enzyme inhibition | P26358 | DNMT1 molecular beacon, Hinp1I cleavage, fluorescence | inhibition (reported as % activation of signal), % at 10 µM | hit rate 0.83% among 360,000 | AID 588458; in the data active = inhibition above about 50%
Scp1 inh: blocks human Scp-1 phosphatase activity | Q9GZU7 | Recombinant Scp1, phosphopeptide, malachite green phosphate absorbance | inhibition, % at 20 µM | hit rate 0.88% among 340,000;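 active = inhibition above about 50% at 20 µM, limit read from the data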;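 note: plate controls were DMSO wells with enzyme for no effect and wells lacking enzyme for full effect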
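Incubation: 45 min enzyme reaction at room temperature / System: truncated SCP-1 phosphatase (76-261aa) / Reagent: Phospho 17-mer peptide substrate / Buffer or medium: Acidic Tris acetate buffer with magnesium and detergent / Signal: absorbance at 630 nm / Doses: one concentration, 20 µM, with 1.0% DMSO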
TbMetRS inhib: blocks T. brucei methionyl-tRNA synthetase activity. purified T. brucei MetRS, ATP depletion, Kinase-Glo luminescence. inhibition, % at 11.9 µM. hit rate 0.4% among 360,000. AID 624268;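 active = inhibition above a per-plate cutoff of the control wells' mean inhibition plus 3 SD, cut at about 5.5% in these data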;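 note: 0% = DMSO wells median and 100% = median of wells with control inhibitor compound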
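Measured by: Kinase-Glo luciferase luminescence reporting remaining unconsumed ATP. Material: purified T. brucei MetRS enzyme. Doses: 11.9 µM compound single dose, 0.9% DMSO. Medium: HEPES buffer containing pyrophosphatase, BSA, spermine, DTT. Times: 15 min preincubation, 2 h reaction, all 25 °C. Reagent: methionine, ATP and bulk E. coli tRNA.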
CendR NRP1 mod: NRP-1/CendR interaction modulation | FAM-RPARPAR peptide binding to NRP-1, fluorescence polarization | inhibition, % at 25 µM | hit rate 0.85% among 360,000 | AID 602438;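 active = inhibition or corrected inhibition above about 18%, plus a signal ratio from 0.5 to 1.5, limit read from the data, passing the limit was not always enough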; note: strong numbers were not always called active
Target sequence (O14786 whole entry, looked up): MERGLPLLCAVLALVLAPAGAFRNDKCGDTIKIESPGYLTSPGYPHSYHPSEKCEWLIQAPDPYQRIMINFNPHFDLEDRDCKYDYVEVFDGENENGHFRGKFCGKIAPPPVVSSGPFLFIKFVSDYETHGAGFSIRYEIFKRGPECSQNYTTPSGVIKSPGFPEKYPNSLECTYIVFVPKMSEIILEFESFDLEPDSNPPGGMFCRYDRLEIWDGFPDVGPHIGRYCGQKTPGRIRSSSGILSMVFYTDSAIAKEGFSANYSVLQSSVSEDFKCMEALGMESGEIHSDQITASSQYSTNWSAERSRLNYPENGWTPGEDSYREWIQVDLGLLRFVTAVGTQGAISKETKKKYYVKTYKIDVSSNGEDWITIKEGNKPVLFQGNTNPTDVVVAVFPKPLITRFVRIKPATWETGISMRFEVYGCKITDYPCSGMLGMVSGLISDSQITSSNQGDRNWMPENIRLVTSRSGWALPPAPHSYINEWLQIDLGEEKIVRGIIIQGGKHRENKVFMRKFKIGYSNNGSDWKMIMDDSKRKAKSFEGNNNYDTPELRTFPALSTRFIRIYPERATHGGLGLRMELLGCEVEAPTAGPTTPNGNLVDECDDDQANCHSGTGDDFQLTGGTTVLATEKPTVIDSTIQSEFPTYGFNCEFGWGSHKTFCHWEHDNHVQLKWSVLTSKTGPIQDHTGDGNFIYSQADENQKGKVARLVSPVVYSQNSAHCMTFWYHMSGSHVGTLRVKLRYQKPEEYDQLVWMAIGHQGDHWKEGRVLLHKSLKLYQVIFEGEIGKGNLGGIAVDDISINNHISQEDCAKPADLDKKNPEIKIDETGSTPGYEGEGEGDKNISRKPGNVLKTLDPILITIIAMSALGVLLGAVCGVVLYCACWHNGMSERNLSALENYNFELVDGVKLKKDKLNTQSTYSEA
MsrA inh: inhibits bovine methionine sulfoxide reductase A | purified bovine MsrA, absorbance read-out | inhibition, % at 15.5 µM | hit rate 0.75% among 360,000; in the data active = inhibition above about 4.5%;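 note: 0% = vehicle wells with enzyme and 100% = reference inhibitor wells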
SUMO1 PPI mod: alters human SUMO1 binding to SIM partners | SUMO1 binding to a labelled peptide, TR-FRET, 1 h | AID 602429 | inhibition, % at 20 µM | hit rate 0.33% among 360,000; in the data active = inhibition above about 37%
E coli Lon inh: inhibitors of E. coli Lon protease; hit rate 0.42% among 360,000; P0A9M0; inhibition, % at 7.94 µM; purified E. coli Lon protease, fluorescence polarization; in the data active = inhibition above about 13%, passing the limit was not always enough;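 note: 0% = enzyme with probe and DMSO and 100% = no enzyme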
STEP inh: STEP (human) phosphatase inhibition; P54829; inhibition, % at 20 µM; hit rate 0.25% among 360,000; recombinant STEP, OMFP fluorogenic substrate, fluorescence;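 active = inhibition at 20 µM, scaled per plate between control wells, above about 37%, limit read from the data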;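 note: 0% = DMSO with enzyme and substrate and 100% = substrate only without enzyme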
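System: isolated STEP enzyme; schedule: 20 min enzyme reaction at room temperature, protected from light; medium: Bis-Tris buffer pH 6.0, 2.5 mM DTT, 0.005% Tween 20; signal: fluorescence, 480/540 nm; dosing: single compound dose of 20 µM, 1% DMSO final; also added: OMFP substrate, 25 µM final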
MsrA act: activates bovine MsrA enzyme. purified bovine MsrA, absorbance read-out. activation, % at 10.6 µM. hit rate 0.3% among 360,000. AID 602163; in the data active = activation above about 7.5%;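 note: 0% = vehicle and 100% = reference activator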
LMPTP block: LMPTP (human) inhibition; P24666; recombinant LMPTP-A, OMFP fluorogenic substrate, fluorescence intensity; inhibition, % at 20 µM; hit rate 0.22% among 360,000;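 active = compounds that cut the enzyme signal by at least half of the control window in the single-dose screen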;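 note: plate controls were DMSO wells with enzyme plus substrate for no effect and substrate without enzyme for full effect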
Target sequence (P24666 whole entry, looked up): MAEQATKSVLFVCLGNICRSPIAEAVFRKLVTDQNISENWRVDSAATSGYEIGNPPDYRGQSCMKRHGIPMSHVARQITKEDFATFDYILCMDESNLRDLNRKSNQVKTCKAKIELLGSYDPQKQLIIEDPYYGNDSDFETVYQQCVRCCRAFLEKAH
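Test system – LMPTP-A phosphatase enzyme · Quantity – 0.625 nM LMPTP-A final · Reagent – OMFP substrate, 400 µM final · Dosing – one test concentration per compound, 20 µM, with 3% DMSO overall · Timing – 50 min enzyme reaction at room temperature, protected from light · Detection – fluorescence intensity · Controls – substrate-only low control, DMSO enzyme-plus-substrate high control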
Starred values were filed as active, the others as inactive; x = no result given.

SMILES	DNMT1 block	Scp1 inh	TbMetRS inhib	CendR NRP1 mod	MsrA inh	SUMO1 PPI mod	E coli Lon inh	STEP inh	MsrA act	LMPTP block
CS(=O)(=O)c1ccc(Cl)c(NC(=O)CSc2n[nH]c(-c3cccs3)n2)c1	1	-1	-0.2	0	-0.6	-2	2	3	-2	-2.6
Cc1cccc(CS(=O)(=O)Cc2ccc(C(=O)NC3CCCCC3)o2)c1	3	1	-1.1	0	1.9	-1	2	0	-7	-0.7
Oc1ccccc1C=NCCN=Cc1ccccc1O	1	-16	-0.3	1	1.0	-9	-4	4	0	-9.1
Cc1ccccc1C(=O)OCC(=O)Nc1cccc(S(=O)(=O)N2CCCCC2)c1	-12	x	0.2	-25	1.9	-4	7	0	-5	3.7
Cn1nc(C(F)(F)F)c2cc(C(=O)O)sc21	2	-3	0.3	9	0.6	2	6	-2	-2	-0.5
COc1ccc(C(CC(=O)N2CCOCC2)c2c(O)cc(OC)cc2OC)cc1 (stereo not drawn)	5	-2	0.4	-6	0.9	0	8	-1	-2	1.2
CCOC(=O)C1=C(N)Oc2ccc3ccccc3c2C1c1cccc(O)c1 (stereo not drawn)	-2	-12	-0.2	9	0.6	1	4	-3	-1	2.0
CSc1nc(S(=O)(=O)c2ccccc2)c(Cl)s1	-3	-1	0.0	5	-0.8	-2	4	2	-3	0.0
CCCOc1ccccc1OCC(=O)Nc1cc(Cl)ccc1-n1cncn1	4	4	-0.6	-26	1.6	-10	3	-1	-6	-0.9
Cc1cc(=O)[nH]c(SCCOc2ccc3c(c2)CCC3)n1	1	-4	-0.5	-1	0.5	-2	-3	-1	1	0.2
COc1cccc(OC)c1/C=C/C(=O)NC1CCCCC1	0	-5	0.5	15	1.0	2	2	0	-3	-0.5
O=C(Cn1nc(-c2ccc(Cl)cc2)ccc1=O)N1CCN(c2ccccc2)CC1	-7	-2	-0.8	14	0.2	-17	-7	4	-8	0.1
C/C(=N\NC(=O)c1ccccc1)C1C2C=CC(C2)C1(C)C (stereo not drawn)	0	-9	-0.3	0	-0.6	-5	-4	0	-2	0.2
COCCCNC(=O)C1CC(=O)N(CCc2ccc(F)cc2)C1 (stereo not drawn)	-1	-2	-1.2	6	0.8	-3	-2	2	-3	-1.2
CC(=O)N(C)N(C)c1cc(C)nc(N)n1	0	-7	0.1	3	0.9	4	-1	-3	0	1.7
CCN1CCN(C2=NC(=O)/C(=C/c3ccc(C)o3)S2)CC1	0	-1	0.2	-7	1.3	-10	3	1	-4	-0.1
Cc1ccc(S(=O)(=O)N(C)CC(=O)Nc2cccc3c2CCCC3)cc1	2	-11	-0.5	-2	-0.2	0	-2	0	2	-0.1
COc1ccc(CC(=O)NNC(=O)c2cc(C)oc2C)cc1OC	-1	-2	-0.2	5	-0.1	-1	-3	1	-4	-0.9
CNCCCOc1ccc(C)cc1Br	0	-5	-0.3	5	0.3	-1	3	-6	-2	-0.1
COc1ccc(-c2noc(N3CCC(C(=O)Nc4cc(OC)c(OC)c(OC)c4)CC3)n2)cc1	-4	-5	-0.2	1	0.4	-1	0	1	0	1.8
CCOC(=O)C1(C)CCCN1C(=O)c1ccc(N(C)C)cc1 (stereo not drawn)	3	x	0.4	1	-1.0	-6	-14	-1	-3	-1.3
Cc1cc(NC(=O)C(C)SCC(=O)Nc2cc(C(F)(F)F)ccc2N2CCCCC2)no1 (stereo not drawn)	0	0	0.1	15	-0.5	3	-11	0	1	2.2
COc1ccc(N2CCN(C(=O)c3cc(C4CC4)nn3-c3ccccc3)CC2)cc1	-3	-3	-0.3	8	0.2	7	6	-1	3	-0.3
CCN(CC)C(=O)c1ccc2c3c(cccc13)C(=O)N(CCc1ccc(OC)c(OC)c1)C2=O	-3	-9	-0.6	-1	x	-12	-4	-2	-5	-2.3
Cc1ccc(C)c(NC(=O)CN(C)C(=O)c2cccc(Oc3ccccc3)c2)c1	0	-5	-0.1	13	-0.8	5	3	1	-1	0.8
CSc1ccc(C2NC(=O)c3c(sc4c3CCN(C)C4)N2)cc1 (stereo not drawn)	-15	-5	0.3	-128	3.2	-18	-164	-12	-3	-0.5
Cc1nn(C)c(C(=O)N2CCOCC2)c1Cl	0	-2	-0.9	10	0.9	8	-13	-2	3	1.2
CCOc1ccccc1NC(=O)c1nc(-c2ccccc2)oc1C	1	-12	-0.4	12	-1.0	0	-10	1	-1	4.2
Cc1ccc([C@H]2C[C@H](O)[C@@H](n3cc(COC(=O)c4ccccc4)nn3)CN2CC2CCCCC2)cc1	-22	x	0.2	-27	0.6	-8	-3	-1	-6	2.0
O=C(c1cccc(C(F)(F)F)c1)C1CCCN(Cc2cccn2-c2ncccn2)C1 (stereo not drawn)	1	3	-0.7	2	2.3	-6	2	-3	-1	0.1
Cn1nc(C(C)(C)C)cc1C(=O)N1CCCCC1c1cc(C(=O)N2CCOCC2)no1 (stereo not drawn)	6	x	-0.3	-2	-0.6	-4	7	-2	-2	0.1
CCC(C)N1C(=O)CCC1C(=O)O (stereo not drawn)	3	-4	0.0	0	-0.8	1	-5	0	0	-1.3
CCOC(=O)N1CCN(C(=O)CCSc2ccccc2)CC1	2	-10	-0.2	13	0.9	2	-7	-4	-4	-0.5
Cc1nn(C(=O)N2CCCCC2)c(C)c1CN1C(=O)c2ccccc2C1=O	0	-4	-0.6	6	0.7	-9	-5	0	-4	0.5
Cc1cccc(NC(=O)CSc2nnnn2-c2ccc3c(c2)OCCO3)n1	-4	-5	0.2	-7	0.0	3	6	2	-2	-0.6
O=C(OCC(=O)N1CCOCC1)c1ccc2[nH]c3c(c2c1)CCCC3	1	-4	-0.2	2	-0.8	5	-10	7	-7	1.5
O=C(CC(=O)Nc1ccccc1C(F)(F)F)Nc1ccccc1C(F)(F)F	-1	0	0.5	-7	0.0	3	3	-1	-1	0.3
Cc1sc(NC(=O)CN2CCOCC2)c(C#N)c1C	0	-4	0.1	2	2.5	2	-1	0	-2	-0.7
CC(C)C(=O)Nc1c(O)c2ccccc2[nH]c1=O	4	-5	-0.3	18	0.7	0	4	1	-2	0.0
O=C(NC(=S)Nc1ccc(CN2CCOCC2)cc1)c1ccco1	3	-10	0.0	7	-1.1	7	0	6	-5	1.9

As a working copy, part of the list above:
SMILES	DNMT1 block	Scp1 inh	TbMetRS inhib	CendR NRP1 mod	MsrA inh	SUMO1 PPI mod	E coli Lon inh	STEP inh	MsrA act	LMPTP block
O=C(c1cccc(C(F)(F)F)c1)C1CCCN(Cc2cccn2-c2ncccn2)C1 (stereo not drawn)	1	3	-0.7	2	2.3	-6	2	-3	-1	0.1
Cn1nc(C(C)(C)C)cc1C(=O)N1CCCCC1c1cc(C(=O)N2CCOCC2)no1 (stereo not drawn)	6	x	-0.3	-2	-0.6	-4	7	-2	-2	0.1

(listing goes on)
SMILES	DNMT1 block	Scp1 inh	TbMetRS inhib	CendR NRP1 mod	MsrA inh	SUMO1 PPI mod	E coli Lon inh	STEP inh	MsrA act	LMPTP block
CC(C(=O)N1CCc2ccccc21)n1cccc1 (stereo not drawn)	-3	-11	0.5	9	0.9	1	-15	1	-2	-0.8
CC1(C)NC(=O)N(CC(O)CN(c2cccc([N+](=O)[O-])c2)S(=O)(=O)c2ccccc2)C1=O (stereo not drawn)	0	3	-0.8	7	-0.5	-9	-2	0	-2	0.3
Nc1nc(SCC(=O)N2CCCC2)[nH]c(=O)c1NC(=O)c1ccco1	1	-4	0.0	4	-1.8	2	-11	1	0	-0.4
O=C(COC(=O)c1ccc(F)cc1)Nc1ccc2c(c1)OCO2	-13	-2	-0.3	-4	-0.2	1	4	-4	-4	0.4
O=[N+]([O-])C(C1CCS(=O)(=O)C1)C1CCS(=O)(=O)C1 (stereo not drawn)	0	-3	-0.7	5	-0.3	-2	0	-1	-3	-0.7
COc1ccc(S(=O)(=O)N(C)c2ccc(C(N)=O)cc2)cc1	1	-6	0.0	-7	1.0	0	-5	-3	0	-0.1
N#Cc1c(-c2ccc(F)cc2)cc(-c2cccnc2)nc1N	-7	2	-0.3	-11	0.5	-3	-5	1	-2	0.2
Cc1cc(C(F)(F)F)n(-c2nc(C(=O)N/N=C/c3ccc(F)cc3)cs2)n1	0	-9	-0.8	1	-0.4	-3	6	1	0	1.4
Cc1ccc(-c2nc(NCCN3CCOCC3)c3ccccc3n2)cc1	0	-8	0.5	-2	1.9	3	-3	-2	-2	50*
C=CCn1c(SCN2C(=O)c3ccccc3C2=O)nc2ccc(Cl)cc2c1=O	-4	-24	-1.0	14	-0.5	-5	-7	2	-11	0.5
O=C(NCCCN1CCCC1=O)c1cccc(S(=O)(=O)Nc2ccc(Br)cc2)c1	0	4	-0.5	1	0.1	0	1	-1	-5	0.1
O=C(O)CN1C(=O)/C(=C/c2cccc(Cl)c2)Oc2ccccc21	0	0	0.4	3	4.2	-21	-4	1	-4	-0.4
CC1CCCC(NC(=O)CSC2=Nc3ccccc3C3CC=NN23)C1C (stereo not drawn)	3	0	-0.6	-3	0.1	-3	-11	2	-1	2.8
Cc1cccn2c(=O)c(C=O)c(Nc3ccc(S(N)(=O)=O)cc3)nc12	25	-12	-1.2	-15	x	16	1	21	-4	5.9
COc1cc(C(=O)N/N=C/c2sccc2C)cc(OC)c1OC	0	-5	-0.1	3	5.1*	-9	-6	3	-2	-1.2
Cc1ccc(CSc2nnc(SCC(=O)N/N=C/c3ccc(C(=O)O)cc3)s2)cc1	-1	-4	-0.4	11	0.7	-5	-10	2	0	0.2
CCN(CC)CCCNC(=O)c1cn(-c2cccc(OC)c2)c(=O)c2ccccc12	0	-15	-1.0	-2	-0.3	0	-5	-4	-4	-0.5
CCC(C)Nc1nnnc2c1sc1nc3c(cc12)COC(C)(C)C3 (stereo not drawn)	0	-5	1.7	0	0.3	-1	-2	3	-2	-0.7
CCCCn1c(N)c(N(CC(C)C)C(=O)c2cccs2)c(=O)[nH]c1=O	2	-1	-0.4	-7	0.5	0	-8	0	-2	-0.6
CCOC(=O)N1CCN(C(=O)CSc2nc3c([nH]c4ccccc43)c(=O)n2C)CC1	-2	-10	-0.6	6	1.1	4	-3	-1	0	1.1
COc1ccccc1N1CCN(Cc2cnc3ccc(Cl)cn23)CC1	1	-11	-0.9	6	1.1	3	-2	-3	0	-1.2
CC1CCN(c2oc(-c3ccco3)nc2S(=O)(=O)c2ccccc2)CC1	1	-4	-0.2	2	1.8	-1	-18	6	-5	2.1

Rewritten with two lines to a compound: entries from further up
Each structure is followed by: DNMT1 block | Scp1 inh | TbMetRS inhib | CendR NRP1 mod | MsrA inh | SUMO1 PPI mod | E coli Lon inh | STEP inh | MsrA act | LMPTP block
Cc1ccc(-c2nc(NCCN3CCOCC3)c3ccccc3n2)cc1
    0 | -8 | 0.5 | -2 | 1.9 | 3 | -3 | -2 | -2 | 50*
Cc1ccc(CSc2nnc(SCC(=O)N/N=C/c3ccc(C(=O)O)cc3)s2)cc1
    -1 | -4 | -0.4 | 11 | 0.7 | -5 | -10 | 2 | 0 | 0.2
CC(C(=O)N1CCc2ccccc21)n1cccc1 (stereo not drawn)
    -3 | -11 | 0.5 | 9 | 0.9 | 1 | -15 | 1 | -2 | -0.8
